BLM helicase inh – qHTS Assay for Inhibitors of Bloom's syndrome helicase (BLM); recombinant BLM DNA unwinding, fluorescence dequenching; RecQ-like DNA helicase BLM (Homo sapiens), P54132; Potency, µM (top dose mostly 56.1 µM), for inactives: top-dose activity change, negative = inhibition, most hits filed as inhibitors; 350,000 compounds, 0.2% hits;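 also: plate controls were vehicle for no effect and no enzyme for full effect; nearly all actives have a fitted effect of over 35% in size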
Target sequence (P54132 whole entry, looked up): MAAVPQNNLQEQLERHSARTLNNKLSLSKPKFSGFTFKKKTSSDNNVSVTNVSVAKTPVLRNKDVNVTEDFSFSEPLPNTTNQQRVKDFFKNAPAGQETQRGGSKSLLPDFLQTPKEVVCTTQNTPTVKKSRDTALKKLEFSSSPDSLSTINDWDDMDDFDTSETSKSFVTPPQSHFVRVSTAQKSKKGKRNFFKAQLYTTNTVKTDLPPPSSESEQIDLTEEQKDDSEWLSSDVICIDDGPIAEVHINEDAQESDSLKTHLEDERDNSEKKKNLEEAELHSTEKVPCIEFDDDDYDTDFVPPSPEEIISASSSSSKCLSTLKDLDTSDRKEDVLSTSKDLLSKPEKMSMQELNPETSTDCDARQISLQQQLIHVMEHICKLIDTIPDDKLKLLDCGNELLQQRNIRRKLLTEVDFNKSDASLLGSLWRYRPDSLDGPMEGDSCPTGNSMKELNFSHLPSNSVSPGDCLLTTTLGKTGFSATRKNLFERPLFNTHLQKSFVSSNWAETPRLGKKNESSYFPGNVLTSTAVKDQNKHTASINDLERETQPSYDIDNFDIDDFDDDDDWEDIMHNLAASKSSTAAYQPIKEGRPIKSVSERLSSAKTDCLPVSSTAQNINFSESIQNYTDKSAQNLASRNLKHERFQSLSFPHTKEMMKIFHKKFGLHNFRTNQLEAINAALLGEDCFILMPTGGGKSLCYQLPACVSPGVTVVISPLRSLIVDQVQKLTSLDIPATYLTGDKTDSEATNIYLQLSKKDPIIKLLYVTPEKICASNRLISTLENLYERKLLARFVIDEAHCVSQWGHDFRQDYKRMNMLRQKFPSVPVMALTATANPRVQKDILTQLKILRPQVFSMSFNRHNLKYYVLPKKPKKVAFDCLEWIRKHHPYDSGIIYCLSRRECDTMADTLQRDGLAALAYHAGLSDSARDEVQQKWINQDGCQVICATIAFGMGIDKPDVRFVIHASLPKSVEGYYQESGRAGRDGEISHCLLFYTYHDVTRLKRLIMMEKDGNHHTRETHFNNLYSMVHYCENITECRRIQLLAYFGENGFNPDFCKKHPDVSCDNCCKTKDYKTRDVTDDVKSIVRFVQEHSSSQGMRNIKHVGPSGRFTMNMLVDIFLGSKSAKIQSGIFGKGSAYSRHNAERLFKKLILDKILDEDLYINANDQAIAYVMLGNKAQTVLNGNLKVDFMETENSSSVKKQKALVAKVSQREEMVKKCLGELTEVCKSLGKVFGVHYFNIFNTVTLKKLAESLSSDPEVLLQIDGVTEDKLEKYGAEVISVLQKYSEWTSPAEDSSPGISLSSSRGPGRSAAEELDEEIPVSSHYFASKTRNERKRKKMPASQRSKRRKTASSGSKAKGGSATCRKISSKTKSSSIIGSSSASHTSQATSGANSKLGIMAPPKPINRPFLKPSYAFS
Pol eta inh – qHTS for Inhibitors of Polymerase Eta; DNA polymerase eta (Homo sapiens), Q9Y253; recombinant Pol eta, fluorescent DNA replication assay; Potency, µM (series often up to 114 µM), without a hit: at the top dose activity change, negative = inhibition, hits mostly inhibitors; 390,000 compounds, 1.2% hits; AID 588591, 2011; also: % is scaled to controls: 0 for no effect and ±100 for the full control effect
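Pol eta (10 nM) was preincubated with compounds for 15 min at room temperature, after which fluorescent replication substrate (50 nM final) was added to start the reaction. Fluorescence was read kinetically at 0 and 10 min.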
Pol kappa inh – qHTS for Inhibitors of Polymerase Kappa. DNA polymerase kappa (Homo sapiens), Q9UBT6. purified Pol kappa, fluorescent DNA synthesis assay, 10 min. Potency, µM (top dose mostly 107 µM), without a hit: at the highest dose activity, negative = inhibition, hits mostly inhibitors. 400,000 compounds, 0.53% hits. AID 588579, 2011; also: % is scaled to controls: 0 for no effect and ±100 for the full control effect
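50 nM final substrate added after 15 min RT preincubation of 10 nM Pol kappa with compound; fluorescence read at 0 and 10 min.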
Apoferritin bind – qHTS Assay for Identification of Novel General Anesthetics; 350,000 compounds, 0.074% hits; AID 485281, 2010; Potency, µM (titrated, usually from 77.5 µM), without a hit: top-dose activity change, negative = displacement, most hits filed as inhibitors; apoferritin/1-aminoanthracene competitive binding, fluorescence; Ferritin light chain (Equus caballus), P02791; also: % is scaled to controls: 0 for no effect and ±100 for the full control effect; nearly all actives have a fitted effect of over 20% in size
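Probe: 1-aminoanthracene (50% saturated, PBS). Protein: horse-spleen apoferritin, 10 uM. Incubation: 10 min, room temperature. Detection: 380 nm excitation, 535 nm emission. Analysis: normalized response, four-parameter Hill.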
BAZ2B block – qHTS Assay for Inhibitors of BAZ2B | 360,000 compounds, 4.4% hits | Bromodomain adjacent to zinc finger domain protein 2B (Homo sapiens), Q9UIF8 | AlphaScreen BAZ2B-H3K14Ac peptide displacement | Potency, µM (titrated, usually from 114 µM), inactives show at the highest dose activity change, negative = inhibition, actives largely listed as inhibitors | AID 504333, 2011; also: % is scaled to controls: 0 for no effect and ±100 for the full control effect; nearly all actives have a fitted effect of over 60% in size
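Multi-concentration screen (max 110 uM) measuring displacement of acetylated histone H3 peptide from BAZ2B by AlphaScreen, using 50 nM protein, 50 nM peptide and 10 ug/mL streptavidin donor plus Ni-chelate acceptor beads.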
G9a inh – qHTS Assay for Inhibitors of Histone Lysine Methyltransferase G9a; Histone-lysine N-methyltransferase EHMT2 (Homo sapiens), Q96KQ7; G9a H3K9 monomethylation, AlphaScreen, 2 h; Potency, µM (highest dose often 102 µM), for inactives: at the top dose activity, negative = inhibition, most hits filed as inhibitors; 350,000 compounds, 8.8% hits; AID 504332, 2011; also: % is scaled to controls: 0 for no effect and ±100 for the full control effect; nearly all actives have a fitted effect of over 75% in size
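G9a (20 nM) was preincubated 15 min with compound, then reacted 2 h at room temperature with 500 nM biotin-H3K9 peptide and 20 µM SAM. Monomethyl-H3K9 detected by AlphaScreen using anti-H3K9me1 antibody.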
POLB inh – qHTS Assay for Inhibitors of DNA Polymerase Beta; Potency, µM (doses to about 114 µM), without a hit: at the highest dose activity change, negative = inhibition, usual class: inhibitors; AID 485314, 2010; Pol beta primer extension/strand displacement, fluorescence kinetic; P06746; 340,000 compounds, 1.3% hits; also: % is scaled to controls: 0 for no effect and ±100 for the full control effect
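Curves were derived by four-parameter Hill fits of normalized qHTS data. The kinetic fluorescent primer-extension read was taken at 0 and 10 min after 50 nM substrate, following a 15 min room-temperature preincubation of 10 nM enzyme with compounds.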
APEX1 inh – qHTS Assay for Inhibitors of the Human Apurinic/apyrimidinic Endonuclease 1 (APE1); DNA repair nuclease/redox regulator APEX1 (Homo sapiens), P27695; recombinant APE1, TAMRA/BHQ-2 abasic DNA cleavage fluorescence; Potency, µM (series often up to 65.8 µM), for the others: top-dose activity change, negative = inhibition, hits mostly inhibitors; 350,000 compounds, 0.35% hits; AID 2517, 2012;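 also: plate controls were vehicle for no effect and reference inhibitor for full effect; nearly all actives have a fitted effect of over 55% in size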
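Quantitative HTS: incision of a TAMRA/BHQ-2 double-stranded substrate bearing a tetrahydrofuran abasic site by 0.75 nM APE1 raises fluorescence. Substrate 50 nM final, added after 15 min compound preincubation at room temperature; progress as third-minus-first kinetic read difference.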
Pol iota inh – qHTS for Inhibitors of Polymerase Iota; DNA polymerase iota (Homo sapiens), Q9UNA4; 390,000 compounds, 1% hits; Pol iota fluorescent replication assay, 10 min; Potency, µM (doses to about 115 µM), for the others: at the highest dose activity, negative = inhibition, usual class: inhibitors
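Fluorescent replication assay read twice, at 0 min and 10 min after adding 50 nM (final) substrate. Enzyme (10 nM) and compounds were first incubated 15 min at room temperature; enzyme-free buffer wells were negative controls.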
An asterisk follows results filed as active; ? = inconclusive; . = no result given; [ ] = another dose, or the depositor's remark. Calls follow the shape of the dose curve; as a rule, active = well fitted curve in the direction sought with a large enough effect; inconclusive = small, poorly fitted or top-dose-only effect, or another doubt; inactive = no such curve, though single readings can be large; an effect the other way counts as inactive or inconclusive. Potency is read from the fitted curve at half-maximal effect. Not all compounds are listed; rates above refer to the full screens.

#	structure	BLM helicase inh	Pol eta inh	Pol kappa inh	Apoferritin bind	BAZ2B block	G9a inh	POLB inh	APEX1 inh	Pol iota inh
1	COc1ccccc1S(=O)Cc1ccc(C(=O)NC2CCCC2)o1 (stereo not drawn)	-2.4%	-7.9%	11.2%	2.6%	11.4%	28.2µM*	10.9%	3.7%	23.5%
2	COc1cc(NC(=O)Nc2cccc([N+](=O)[O-])c2)cc(OC)c1	-10.6%	-12.9%	-7.1%	-17.6%	-29.8%	-7.9%	1.7%	-4.2%	93.3%[activator]
3	COc1ccc(N=C2CC(C)(C)CC(=O)/C2=C(/O)c2ccccc2)cc1	0.9%	-4.3%	-5.2%	-10.1%	-26.8%	-20.7%	-9.1%	0.5%	36.8%
4	COc1cccc(-c2cc(C(F)(F)F)n3nc(N)nc3n2)c1	-0.7%	-19.4%	-3.4%	1.0%	1.6%	-0.9%[12.7 µM]	-16.5%	3.5%	11.7%
5	O=C(c1ccco1)N1CCN(C(=O)C(c2ccccc2)c2ccccc2)CC1	2.9%	-14.6%	-11.1%	-4.6%	0.3%	5.8%[59 µM]	3.9%	-2.1%	0.2%
6	CCOC(=O)c1c(C)oc2nc(C)nc(Nc3cc(C)cc(C)c3)c12	-2.8%	8.0%	-3.0%	-4.6%	-6.2%[57.1 µM]	-18.7%[59 µM]	6.9%	.	-19.2%
7	COc1cc(OC)cc(C(=O)Nc2nc(CC(=O)NCc3ccc(F)cc3)cs2)c1	.	-26.0%	-5.4%	.	-9.9%	3.9%	.	3.5%	22.5%
8	Cc1ccc(C)c2sc(N3CCN(C(=O)C(C)(C)C)CC3)nc12	-4.0%	-11.0%	-14.6%[60.1 µM]	-22.7%	5.3%	-7.4%[59 µM]	0.0%	.	?

#	structure	BLM helicase inh	Pol eta inh	Pol kappa inh	Apoferritin bind	BAZ2B block	G9a inh	POLB inh	APEX1 inh	Pol iota inh
9	CCOC(=O)c1sc(NC(=O)/C=C/c2ccccc2)nc1C	0.5%	-9.3%	-18.9%	-14.6%	-1.0%	?	0.7%	3.4%	0.6%
10	O=C(CSc1ncccn1)N1CCc2ccccc2C1	-0.5%	-0.5%	-5.2%	-13.6%	26.9%	-23.9%	26.1%	6.8%	5.4%
11	Cc1ccccc1CN1CCN(c2nc3ccccc3s2)CC1	-5.8%	?	-1.1%	4.4%	15.6%	58.0%[activator]	1.5%	23.2%	21.6%
12	COc1ccc(NC(=O)Cn2nnc3sc4c(c3c2=O)CC(C)(C)OC4)cc1	-4.8%	-11.4%	-3.6%	-2.0%	-3.2%	20.9%[12.7 µM]	31.8%	29.0%	17.8%
13	Cn1ncc([N+](=O)[O-])c1C(=O)N/N=C/c1ccc(F)cc1	-3.5%	-9.1%	-6.2%	1.5%	1.0%	5.1%[59 µM]	1.4%	-0.9%	-0.5%
14	Cc1ccccc1-c1nnn(CC(=O)c2ccc(S(=O)(=O)N3CCCC3)cc2)n1	-14.1%	-0.1%	-17.8%	?	8.7%	-10.5%[59 µM]	?	-8.0%	20.6%
15	COc1cc(OC)cc(OC(=O)C2CCN(C(=O)c3ccc(F)cc3)CC2)c1	.	-9.0%	-4.5%	.	1.8%	9.8%[0.501 µM]	.	3.0%	-10.6%
16	CCN(C[C@H]1N[C@@](Cc2ccccc2)(C(=O)OC)[C@H]2C(=O)N(C)C(=O)[C@@H]12)S(=O)(=O)c1ccccc1	.	-7.3%	-12.4%	.	.	.	.	-4.8%	-13.2%

#	structure	BLM helicase inh	Pol eta inh	Pol kappa inh	Apoferritin bind	BAZ2B block	G9a inh	POLB inh	APEX1 inh	Pol iota inh
17	CCN(CC)S(=O)(=O)c1ccc(NC(=O)C2COc3ccccc3O2)cc1 (stereo not drawn)	-11.3%	-2.3%	-10.6%	-7.5%	-6.4%	20.2%	6.3%	5.1%	2.0%
18	Cc1cccc(Cn2c(COc3ccccc3)nc3ccccc32)c1	-9.8%	-15.2%	-9.6%	86.6%[activator]	94.6%[activator]	52.6%[activator][59 µM]	5.4%	.	-11.3%
19	O=C(c1cc(C(F)(F)F)cc(C(F)(F)F)c1)N1CCC2(CC1)CCN(c1ccccc1)CC2	-6.9%	.	-8.8%[60.1 µM]	.	.	-3.3%[12.7 µM]	.	3.3%	.
20	O=C(O)C(Cc1ccccc1)N1C(=O)C2CCCCC2C1=O (stereo not drawn)	-5.2%	6.1%	1.4%	-1.4%	?	.	-2.2%	1.4%	-13.8%
21	Cc1ccc(S(=O)(=O)Nc2ccc(NC(=O)/C=C/C(=O)O)cc2)cc1	-6.6%	-2.2%	3.3%	?	-30.3%	?	?	3.7%	3.5%
22	Cn1c(=O)c2c(nc(CN3CCN(C(=O)c4ccco4)CC3)n2Cc2ccc(Cl)cc2)n(C)c1=O	-1.7%	-8.8%	-5.4%	-16.7%	?	50.1µM*	26.7%	0.6%	-1.6%
23	Cc1nnc(N(C)C(=O)Cc2ccc3c(c2)OCO3)s1	3.3%	2.3%	-5.4%	-8.6%	-3.6%	-7.2%[59 µM]	8.5%	4.2%	8.2%
24	COc1cc(C)c(Cl)cc1S(=O)(=O)NC1CC(C)(C)NC(C)(C)C1	4.1%	.	.	-3.9%	-12.9%	8.8%	10.5%	5.2%	.

#	structure	BLM helicase inh	Pol eta inh	Pol kappa inh	Apoferritin bind	BAZ2B block	G9a inh	POLB inh	APEX1 inh	Pol iota inh
25	Cc1cccc(C)c1N(CC(=O)NCc1ccccc1)C(=O)c1csnn1	3.7%	-0.6%	-9.4%	-5.9%	10.4%	-8.5%	29.8%	9.1%	20.6%
26	O=C(NCc1ccc(Cl)cc1)c1ccc(N2CCCC2=O)cc1	-4.2%	-10.7%	-7.3%	-4.2%	-4.0%	-42.7%	-8.3%	8.8%	32.0%[activator]
27	COc1ccc(C(=O)N[C@H](C(=O)OCc2nc3ccsc3c(=O)[nH]2)C(C)C)cc1	.	13.0%	-16.4%	.	1.9%	2.3%	.	1.2%	48.4%[activator]
28	O=C(CN1C(=O)NC2(CCCc3ccccc32)C1=O)c1ccc(F)c(F)c1 (stereo not drawn)	.	-24.3%	0.5%	.	.	.	.	11.3%	14.2%
29	CCN(CC)c1ccc(/C=N/NC(=O)c2cccc(S(=O)(=O)Nc3ccccc3OC)c2)c(O)c1	-6.3%	-12.5%	-7.1%	167.8%[activator]	7.3%	15.7%[59 µM]	18.2%	-7.7%	149.8%[activator]
30	CCSc1nsc(NC(=O)Nc2cccc(C(C)=O)c2)n1	-6.0%	-3.6%	-8.9%	?	-18.4%	25.0%	0.4%	42.0%	-9.2%
31	NC(=O)C1CCN(c2ncccc2[N+](=O)[O-])CC1	-1.9%	-17.7%	-2.4%	-5.3%	-5.7%	1.3%	29.1%	9.0%	188.3%[activator]
32	O=C(Cn1c(=S)[nH]c2ccccc2c1=O)N1CCc2ccccc2C1	-1.8%	-4.6%	-8.8%	-4.2%	-6.2%	-45.0%	3.1%	3.0%	25.9%

#	structure	BLM helicase inh	Pol eta inh	Pol kappa inh	Apoferritin bind	BAZ2B block	G9a inh	POLB inh	APEX1 inh	Pol iota inh
33	CN(C)c1nc(N)nc(CSc2ncc(Cl)cc2Cl)n1	-3.6%	1.0%	-4.8%	23.6%	-11.7%	-20.6%[59 µM]	?	-1.3%	16.4%
34	COc1cc(CNCc2ccccc2)ccc1OCC(O)c1ccccc1 (stereo not drawn)	-2.4%	-1.4%	1.7%	-12.2%	?	11.2µM*	48.8%	-8.8%	0.3%
35	O=C(Nc1ccc(C(F)(F)F)cc1)C1CCN(S(=O)(=O)c2ccc(N3CCCC3=O)cc2)CC1	1.7%	1.9%	10.4%	-2.3%	-1.5%[57.1 µM]	20.2%	5.7%	-15.7%	-8.7%
36	COCCNC(=O)C(c1cccs1)N(C(=O)Cn1nnc2ccccc21)c1ccccc1 (stereo not drawn)	-9.0%	-16.2%	-2.3%	9.5%	27.9%	?	-3.3%	-1.5%	26.2%
37	Cc1ccc(-c2nc(CS(=O)(=O)CC(=O)NCCCN3CCOCC3)c(C)o2)cc1	-6.6%	-16.8%	-4.3%	-3.2%	-1.1%	.	52.0%	-10.2%	6.6%
38	CCOC(=O)c1ccccc1NC1(c2ccc(OC)cc2)C(=O)c2ccccc2C1=O	-3.1%	-2.6%	-6.9%	-6.7%	-27.5%[57.1 µM]	?	28.2%	.	?
39	CCOC(=O)[C@H]1[C@H]2COc3ccc(OC)cc3[C@@H]2N2C(=O)c3ccc(C)cc3NC(=O)[C@@]12C	.	-3.5%	-7.6%	.	-32.9%	17.1%[2.33 µM]	.	-3.0%	?
40	CC1(OC(=O)CCc2ccccc2)C(=O)C=C2C=C3CCCN3C=C2C1=O (stereo not drawn)	?	44.7µM*	?	-13.5%	56.2µM*	-38.9%[59 µM]	44.7µM*	?	12.6µM*
41	c1ccc2nc(-c3nc4ccccc4o3)ccc2c1	132.6%[activator]	-3.1%	-11.1%	0.4%	-0.3%	22.5%[59 µM]	-0.2%	1.4%	15.6%

Pulled one by one from the entries so far (3):
#	structure	BLM helicase inh	Pol eta inh	Pol kappa inh	Apoferritin bind	BAZ2B block	G9a inh	POLB inh	APEX1 inh	Pol iota inh
37	Cc1ccc(-c2nc(CS(=O)(=O)CC(=O)NCCCN3CCOCC3)c(C)o2)cc1	-6.6%	-16.8%	-4.3%	-3.2%	-1.1%	.	52.0%	-10.2%	6.6%
33	CN(C)c1nc(N)nc(CSc2ncc(Cl)cc2Cl)n1	-3.6%	1.0%	-4.8%	23.6%	-11.7%	-20.6%[59 µM]	?	-1.3%	16.4%
34	COc1cc(CNCc2ccccc2)ccc1OCC(O)c1ccccc1 (stereo not drawn)	-2.4%	-1.4%	1.7%	-12.2%	?	11.2µM*	48.8%	-8.8%	0.3%

Screening data (PubChem BioAssay)
